CaV13 ICDI inh – Primary screen for inhibitors of IQ motif and Ca2+-dependent inactivation inhibitor domain binding in CACNA1D, Förster resonance energy transfer in living cells, …. HEK cells, CFP/YFP FRET ICDI-IQ, plate reader, 10 min; percent FRET-ratio fall versus neutral wells. inhibition, % at 12.3 µM. 340,000 tested, 0.098% active. AID 743397;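 active means mean replicate inhibition of at least 30% and at least 1% of replicates passing that level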;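 further: 0% = median of the neutral control wells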
TRPM1 prom inh – inhibitors of MITF-dependent TRPM1 promoter reporter, primary screen, cell-based, SK-MEL-5, single point, luciferase; inhibition, % at 12.5 µM; SK-MEL-5 TRPM1 promoter luciferase, 24 h; 330,000 tested, 0.83% active;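 active means mean inhibition across replicates of 60% or more, whatever share of single replicates reaches that level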; further: values of inactives mirror those of a sister screen read the other way
Shn3 3UTR inh – reduction of Shn3 3'UTR firefly luciferase signal, primary screen, Schnurri-3 inhibitor project, cell-based, Clone20 osteoblasts, set 2. Clone20 osteoblast Shn3 3'UTR firefly luciferase, 24 h. inhibition, % at 12.5 µM. 360,000 tested, 0.52% active;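 active means mean inhibition of at least 75% with every replicate also reaching 75%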;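 further: 0% = median of neutral control wells and 100% = pilot-screen positive control compound; some compounds past the cut are filed as inactive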
PDI inh – inhibitors of human PDI, primary screen, biochemical, turbidity, single point, plate reader; PDI insulin aggregation turbidity, A650, 90 min; inhibition, % at 10 µM; 350,000 tested, 0.052% active; Protein disulfide-isomerase (Homo sapiens), P07237;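 active means mean inhibition across replicates of 30% or more, whatever share of single replicates reach that level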;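 further: absorbance from insulin aggregation driven by PDI reduction with DTT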
Target sequence (P07237 whole entry, looked up): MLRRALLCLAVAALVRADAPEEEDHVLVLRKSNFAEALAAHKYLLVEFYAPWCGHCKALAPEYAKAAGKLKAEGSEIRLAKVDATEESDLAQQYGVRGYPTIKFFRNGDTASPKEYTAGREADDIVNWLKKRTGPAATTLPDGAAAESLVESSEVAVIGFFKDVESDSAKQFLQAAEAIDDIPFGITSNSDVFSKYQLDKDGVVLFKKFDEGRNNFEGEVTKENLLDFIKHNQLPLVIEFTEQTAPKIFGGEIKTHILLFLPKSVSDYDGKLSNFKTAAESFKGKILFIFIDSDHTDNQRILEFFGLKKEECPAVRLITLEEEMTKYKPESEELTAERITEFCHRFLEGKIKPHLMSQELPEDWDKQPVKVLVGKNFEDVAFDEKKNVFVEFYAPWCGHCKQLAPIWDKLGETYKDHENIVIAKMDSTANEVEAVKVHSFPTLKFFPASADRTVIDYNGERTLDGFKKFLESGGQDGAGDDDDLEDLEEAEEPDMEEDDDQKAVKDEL
H9c2 protect – cardioprotection against H2O2-induced cell death, primary screen, uHTS, H9c2 cells, ATPLite luminescence; H9c2 cardiomyocytes, H2O2 injury protection, 2 h; protection from H2O2 cell death, % at 20 µM; 360,000 tested, 0.63% active;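 active means compounds giving at least 50% protection of heart cells from peroxide-induced death in the single-dose screen, raw or plate-pattern-corrected value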;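 further: 0% = DMSO wells with peroxide and 100% = DMSO wells without peroxide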
Peg3 promoter – Peg3 promoter-driven luciferase inhibitors, primary screen, cell-based, HeLa, luciferase luminescence; HeLa PEG-Prom luciferase reporter, overnight; inhibition, % at 20 µM; 360,000 tested, 1.7% active;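 active means inhibition of at least 50% at 20 µM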
NR2E3 ag-1 – NR2E3 agonists in two-hybrid cells, primary screen, cell-based, luminescence, CHO-S, Gal4-NCOR/VP16-NR2E3. Photoreceptor-specific nuclear receptor (Homo sapiens), Q9Y5X4. luciferase. inhibition of corepressor binding, % at 3.98 µM. 360,000 tested, 0.35% active. AID 602229, 2012;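 active means inhibition above the mean of all tested compounds plus 3 SD, cut at about 70% in these data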;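 further: 0% = DMSO with NR2E3 transfected cells and 100% = cells lacking NR2E3 construct; higher means lower luciferase signal from less NR2E3 corepressor binding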
Target sequence (Q9Y5X4 whole entry, looked up, the tested form may be a part): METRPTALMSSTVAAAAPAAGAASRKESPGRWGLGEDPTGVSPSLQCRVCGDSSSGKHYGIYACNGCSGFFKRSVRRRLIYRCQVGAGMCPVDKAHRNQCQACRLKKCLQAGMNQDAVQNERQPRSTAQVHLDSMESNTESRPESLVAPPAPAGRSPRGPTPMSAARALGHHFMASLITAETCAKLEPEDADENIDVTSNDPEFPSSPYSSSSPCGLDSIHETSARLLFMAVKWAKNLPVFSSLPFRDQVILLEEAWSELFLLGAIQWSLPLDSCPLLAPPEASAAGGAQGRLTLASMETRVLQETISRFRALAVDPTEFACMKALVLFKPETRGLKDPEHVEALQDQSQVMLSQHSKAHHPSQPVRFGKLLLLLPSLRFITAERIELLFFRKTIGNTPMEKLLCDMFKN
HIF-2a inh – HIF-2a reporter inhibitors, primary screen, luminescence, 786-0 RCC cells; 786-0 RCC cells HIF-2a reporter, luciferase luminescence, overnight; inhibition, % at 18.8 µM; 360,000 tested, 0.72% active; AID 624352, 2012;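 active means inhibition of the luminescence signal of 40% or more relative to plate controls, in a single-dose primary screen at 18.75 µM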
NR2E3 ag-2 – inhibitors of NR2E3-RetCOR corepressor binding, primary screen, NR2E3 agonist project, biochemical, TR-FRET, GST-NR2E3, biotin-RetCOR; inhibition of corepressor binding, % at 4.78 µM; 1536-well; 320,000 tested, 0.12% active; AID 2300, 2010; Photoreceptor-specific nuclear receptor (Homo sapiens), Q9Y5X4;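 active means percent inhibition above the cutoff of mean plus 3 SD of all tested compounds, set per screening campaign, cut at about 20% in these data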;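 further: 0% = DMSO wells and 100% = biotin wells as full block of FRET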
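Material – GST-tagged NR2E3 plus biotinylated RetCOR corepressor · Quantity – NR2E3 fusion 1.35 nM · Times – 5 h incubation at 4 °C · Medium – pH 7.5 Tris-based buffer · Technique – TR-FRET, Eu(K)-anti-GST donor, streptavidin-D2 acceptor, ex 340, em 617/671 nm · Benchmarks – high control biotin, low control 0.6% DMSO · Format – 1536-well plates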
iPSC survival up – enhancers of single-cell hiPSC survival, primary screen, ATPlite luminescence | 100% = ROCK inhibitor wells, 0% = DMSO | survival enhancement, % at 20 µM | 360,000 tested, 0.044% active; in the data active means survival enhancement above about 18%;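 further: cells exposed to compounds for 16 hours before the ATP read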
m5-HT2A agonist – mouse Htr2a agonists via beta-arrestin recruitment, primary screen, cell-based, luminescence | CHO-K1 mHTR2A beta-arrestin complementation; percent of 30 µM serotonin response | 5-hydroxytryptamine receptor 2A (Mus musculus), P35363 | 360,000 tested, 0.66% active | AID 624169, 2012 | activation, % at 7.6 µM;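 active means activation above a run cutoff, the mean activation of all tested compounds plus 3 SD, cut at about 14% in these data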;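 further: 0% = plate median of compound wells and 100% = 30 µM serotonin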
* = called active by the depositor; / = no result given.

(1) CC1(C)C(=O)Nc2ccccc2N1C(=O)COc1cccnc1[N+](=O)[O-]
(2) CC(C)(C)C(=O)Nc1sc2c(c1C#N)CCCCC2
(3) Cc1c(C(=O)NC2CC2)oc2ccc(S(=O)(=O)N3CCCCCC3)cc12
(4) Cc1ccc(C)c(N2CCN(C(=O)CN(C)S(=O)(=O)c3ccc4c(c3)CCC(=O)N4)CC2)c1
(5) Cc1nc2sccn2c(=O)c1S(=O)(=O)Nc1ccc(N2CCOCC2)cc1
assay / entry	1	2	3	4	5
CaV13 ICDI inh	12	-4	/	-6	-1
TRPM1 prom inh	-10	-18	5	10	/
Shn3 3UTR inh	3	7	16	5	-4
PDI inh	-5	3	0	-3	/
H9c2 protect	-2	-21	3	-4	-6
Peg3 promoter	13	-76	20	7	5
NR2E3 ag-1	-9	-27	2	-15	-14
HIF-2a inh	14	-94	16	2	11
NR2E3 ag-2	1	5	1	8	/
iPSC survival up	0.4	-4.4	4.1	-0.9	-0.8
m5-HT2A agonist	-3	3	-3	1	-1

(6) FC(F)Sc1ccc(-n2cc(-c3ccc(Cl)cc3)[n+]3c2CCC3)cc1
(7) N#CCCn1ncc2ccccc21
(8) COC(=O)C1(C)NC(c2ccccc2C)C2C(=O)N(c3ccc(F)cc3)C(=O)C21 (configuration not stated)
(9) C[C@@H]1Cn2cnc(C(=O)N[C@@H](Cc3c[nH]c4ccccc34)C(=O)OC(C)(C)C)c2C(=O)N1
(10) CC(C)CC(=O)n1sc(NC(=O)c2ccccc2)nc1=O
assay / entry	6	7	8	9	10
CaV13 ICDI inh	-2	-5	-7	-5	-9
TRPM1 prom inh	39	10	-3	/	-7
Shn3 3UTR inh	-20	3	-1	-7	3
PDI inh	-4	18	-15	0	-1
H9c2 protect	-6	3	3	36	-6
Peg3 promoter	10	-18	12	20	-10
NR2E3 ag-1	18	-19	-19	-21	13
HIF-2a inh	6	13	19	-8	-32
NR2E3 ag-2	-3	5	2	/	0
iPSC survival up	-2.2	-2.2	-0.7	-2.0	-0.4
m5-HT2A agonist	1	1	1	6	5

(11) CC(CO)(CO)NC(=O)c1ccc(=O)[nH]n1
(12) Cc1cnc(CNC(=O)CC2C(=O)NCCN2Cc2cccc(F)c2F)cn1 (configuration not stated)
(13) O=C1COc2ccc(C(=O)COC(=O)c3ncc(Cl)c(Cl)c3Cl)cc2N1
(14) O=C(Nc1ccc2c(c1)OCCO2)N1CCN(Cc2ccccc2)CC1
(15) CC(=O)NCCCC(=O)NNC1CC(=O)N(c2cccc(Cl)c2)C1=O (configuration not stated)
assay / entry	11	12	13	14	15
CaV13 ICDI inh	-3	-8	-4	2	-20
TRPM1 prom inh	3	0	6	-50	/
Shn3 3UTR inh	10	-11	1	-13	6
PDI inh	-2	-2	-1	2	-17
H9c2 protect	1	2	1	-6	18
Peg3 promoter	-1	-3	5	-211	4
NR2E3 ag-1	-9	8	22	-38	7
HIF-2a inh	5	1	18	-187	-1
NR2E3 ag-2	-5	0	-1	1	3
iPSC survival up	0.1	-0.1	-0.3	-0.6	0.0
m5-HT2A agonist	1	-4	8	-2	-1

(16) Fc1ccc(CSc2ccc(-c3ccc4c(c3)OCO4)nn2)cc1
(17) CC(C)N(C(=O)COC(=O)Cn1cnc2ccccc21)c1ccccc1
(18) COc1ccc(C(=O)NNC(=O)CSc2nc(C(C)C)nc3ccccc23)cc1
(19) CN(C(=O)CSc1nnc(C2CC2)n1C1CC1)C1(C#N)CCCCC1
(20) COC(=O)C(O)(CC(=O)Nc1ccc(Cl)cc1Cl)C(F)(F)F (configuration not stated)
assay / entry	16	17	18	19	20
CaV13 ICDI inh	-3	-4	-2	-2	-8
TRPM1 prom inh	-12	-1	11	-1	16
Shn3 3UTR inh	-20	-6	-4	6	0
PDI inh	-26	-1	-7	-2	12
H9c2 protect	-8	-4	0	3	9
Peg3 promoter	-104	-9	25	0	8
NR2E3 ag-1	-27	-32	-1	0	-11
HIF-2a inh	-74	9	25	3	-5
NR2E3 ag-2	-1	/	2	2	-7
iPSC survival up	0.9	-0.4	1.3	1.4	-0.5
m5-HT2A agonist	0	2	-1	0	11

(21) O=C(Nc1ccc(-n2ccnc2P(=O)(O)c2ccccc2)cc1)c1ccccc1Cl
(22) CCN1C[C@@H]2[C@@H]3C(=O)N(C)C(=O)[C@@H]3[C@](Cc3ccccc3)(C1=O)N2C(=O)c1ccc(C(C)(C)C)cc1
(23) CCOC(=O)C1CCCN(C(=O)c2cccc(N3C(=O)c4ccccc4C3=O)c2)C1 (configuration not stated)
(24) COC(=O)C1=NNC2C(=O)N(C3CCCCC3)C(=O)C12 (configuration not stated)
(25) O=C1c2cccnc2C(=O)N1Cc1ccccc1
assay / entry	21	22	23	24	25
CaV13 ICDI inh	-3	-5	-2	-11	-5
TRPM1 prom inh	-1	-15	-1	2	13
Shn3 3UTR inh	-1	-41	4	-2	9
PDI inh	-7	-3	-1	12	6
H9c2 protect	4	17	6	-8	5
Peg3 promoter	2	11	-23	-4	-3
NR2E3 ag-1	-30	-14	1	-16	0
HIF-2a inh	6	14	2	13	6
NR2E3 ag-2	1	/	0	8	4
iPSC survival up	4.8	5.3	-0.2	-0.5	2.0
m5-HT2A agonist	2	-1	-14	0	-4

(26) Cc1nc2scc(C)n2c(=O)c1S(=O)(=O)N1CCN(c2ccccc2F)CC1
(27) COc1cc2nc(C3CC3)n(NC(=O)c3ccc(Cl)cc3)c(=O)c2cc1OC
(28) O=C(NCc1ccc(Cl)cc1)c1csc(-c2cccnc2)n1
(29) CCCCn1nnnc1C(c1ccccc1)N1CCc2ccccc2C1 (configuration not stated)
(30) C/C(NCCN1CCOCC1)=C(\C#N)C(N)=O
assay / entry	26	27	28	29	30
CaV13 ICDI inh	-3	-8	-5	-6	-5
TRPM1 prom inh	1	13	-19	/	6
Shn3 3UTR inh	20	-1	29	/	-23
PDI inh	1	12	-5	/	-6
H9c2 protect	-6	3	-6	/	5
Peg3 promoter	24	18	-14	/	0
NR2E3 ag-1	11	-12	-13	-32	-23
HIF-2a inh	13	6	-7	17	12
NR2E3 ag-2	3	1	0	/	12
iPSC survival up	-0.3	5.3	0.9	0.0	0.7
m5-HT2A agonist	0	-4	1	-5	0

Ordered by formula weight (highest first): 5 of the compounds above
(23) CCOC(=O)C1CCCN(C(=O)c2cccc(N3C(=O)c4ccccc4C3=O)c2)C1 (configuration not stated)
(29) CCCCn1nnnc1C(c1ccccc1)N1CCc2ccccc2C1 (configuration not stated)
(28) O=C(NCc1ccc(Cl)cc1)c1csc(-c2cccnc2)n1
(24) COC(=O)C1=NNC2C(=O)N(C3CCCCC3)C(=O)C12 (configuration not stated)
(30) C/C(NCCN1CCOCC1)=C(\C#N)C(N)=O
assay / entry	23	29	28	24	30
CaV13 ICDI inh	-2	-6	-5	-11	-5
TRPM1 prom inh	-1	/	-19	2	6
Shn3 3UTR inh	4	/	29	-2	-23
PDI inh	-1	/	-5	12	-6
H9c2 protect	6	/	-6	-8	5
Peg3 promoter	-23	/	-14	-4	0
NR2E3 ag-1	1	-32	-13	-16	-23
HIF-2a inh	2	17	-7	13	12
NR2E3 ag-2	0	/	0	8	12
iPSC survival up	-0.2	0.0	0.9	-0.5	0.7
m5-HT2A agonist	-14	-5	1	0	0

Later entries
(31) CC(C)CC(=O)NC(=S)Nc1ccc(N2CCOCC2)cc1
(32) CSc1ccccc1NC(=O)CN(C1CCCCC1)S(C)(=O)=O
(33) CC(CC(=O)O)CC(=O)Nc1ccc(Br)cc1 (configuration not stated)
(34) CC(C)=CCN1CCN(CCC2=C(C)CCCC2(C)C)CC1CCO (configuration not stated)
(35) CCc1cc(=O)[nH]c(SCC(=O)NCc2ccc3c(c2)OCO3)n1
assay / entry	31	32	33	34	35
CaV13 ICDI inh	-3	-6	1	-4	-2
TRPM1 prom inh	-15	2	-7	-8	-2
Shn3 3UTR inh	-14	13	-20	14	13
PDI inh	-12	3	-6	-16	7
H9c2 protect	4	9	2	-7	3
Peg3 promoter	-55	10	13	14	0
NR2E3 ag-1	-3	-23	-11	14	-4
HIF-2a inh	-82	13	24	8	23
NR2E3 ag-2	4	2	3	-2	0
iPSC survival up	-0.5	2.7	-0.6	-2.7	-0.4
m5-HT2A agonist	0	-2	3	-8	1

(36) COc1ccc(N2C(C(C)=O)=NN(c3ccccc3)C2c2cccs2)cc1 (configuration not stated)
(37) O=C1/C(=C/c2ccccc2)NC(=S)N1C(c1ccccc1)c1ccccc1
(38) COc1ccc(O)c(-c2[nH]ncc2C(=O)c2ccccc2C)c1
(39) CC1CCN(S(=O)(=O)c2ccc(C(=O)NC3CCS(=O)(=O)C3)cc2)CC1 (configuration not stated)
(40) CN1CCN(C(=O)NC2CCCN2S(=O)(=O)c2ccc(Cl)cc2)CC1 (configuration not stated)
(41) O=c1c2ccccc2nc2sc3ccccc3n12
assay / entry	36	37	38	39	40	41
CaV13 ICDI inh	-3	-4	/	-5	/	/
TRPM1 prom inh	8	27	1	9	10	-14
Shn3 3UTR inh	0	-5	-4	-2	-3	-28
PDI inh	-2	-11	20	-17	-4	-9
H9c2 protect	-22	0	-2	-1	16	-20
Peg3 promoter	9	9	32	12	11	-242
NR2E3 ag-1	-5	-26	3	-9	-3	-130
HIF-2a inh	11	2	12	6	15	-247
NR2E3 ag-2	8	1	-1	-4	0	0
iPSC survival up	-1.8	2.6	1.9	-0.4	0.2	-0.4
m5-HT2A agonist	4	0	-6	10	-2	6

Source: PubChem BioAssay (several laboratories)
